Compound activity as filed in PubChem BioAssay.
PI4K2A block: inhibitors of human PI4K2A | activity change, negative = inhibition, % at 76.9 µM | actives 0.13% (n = 420,000) | purified PI4K2A, ADP-Glo luminescence, 1 h; hits give low values | Q9BTU6 | AID 1346378; in the data active means activity change below about -50%; inconclusive means mostly about -30% to -49%;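 further: -100% = wells without enzyme as full effect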
Target sequence (Q9BTU6 whole entry, looked up): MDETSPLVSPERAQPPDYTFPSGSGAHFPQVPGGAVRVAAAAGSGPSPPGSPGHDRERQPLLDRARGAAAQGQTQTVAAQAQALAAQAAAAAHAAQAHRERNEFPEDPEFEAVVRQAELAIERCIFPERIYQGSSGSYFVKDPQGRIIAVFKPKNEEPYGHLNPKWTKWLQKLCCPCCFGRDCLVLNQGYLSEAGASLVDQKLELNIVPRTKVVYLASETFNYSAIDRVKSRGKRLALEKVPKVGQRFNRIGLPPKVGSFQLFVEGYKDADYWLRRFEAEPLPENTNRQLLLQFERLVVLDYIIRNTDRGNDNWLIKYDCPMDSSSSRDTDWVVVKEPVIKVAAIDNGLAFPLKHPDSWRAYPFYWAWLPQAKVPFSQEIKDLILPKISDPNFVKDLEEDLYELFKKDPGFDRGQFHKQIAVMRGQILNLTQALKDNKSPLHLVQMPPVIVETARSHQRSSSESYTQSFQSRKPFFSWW
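PI4K2A activity was measured by ADP-Glo luminescence: enzyme (4 ug/mL stock) and phosphatidylinositol (1.2 mM stock) in Tris pH 7.5/MgCl2/EGTA/Triton X-100 buffer were reacted with ATP (300 microM stock) for one hour at ambient temperature.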
Pin1 inh: human Pin1 inhibition; Q13526; Pin1 FP peptide displacement, HiFluor488, 10 min; Potency, µM (doses to about 115 µM), for inactives: top-dose activity, negative = inhibition, most hits filed as inhibitors; actives 0.009% (n = 390,000); AID 504891; active means well fitted inhibition curve with a large enough effect in the polarisation, with a control signal flat, not every such curve was filed as active; inconclusive means small, poorly fitted or top-dose-only effect, or effect the other way, or a change in a side signal; inactive means no such curve, though single readings can be large or run the other way; the % refers to the polarisation; further: potency means the concentration at half of the fitted maximal effect; on the % scale 0 is the no-effect control and ±100 the full control effect
TrxR1 substrate: substrates of rat thioredoxin reductase 1 | O89049 | purified TrxR1 substrate turnover, NADPH consumption readout | Potency, µM (top dose mostly 114 µM), for inactives: at the highest dose activity change, negative = substrate turnover | actives 0.01% (n = 390,000); further: potency means the concentration at half of the fitted maximal effect; on the % scale 0 is the no-effect control and ±100 the full control effect; nearly all actives have a fitted effect of over 50% in size
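Rat TrxR1, dispensed at 90 nM, was prereduced with 400 uM NADPH (final) for 5 min at ~22 deg C, then incubated with compound 15 min before 400 uM selenite. A first-read NADPH fluorescence drop versus no-compound background flagged substrates.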
USP1 inh: blocks the human USP1/UAF1 deubiquitinase complex. O94782. recombinant USP1/UAF1, Ub-Rhodamine cleavage fluorescence. Potency, µM (series often up to 57.1 µM), for inactives: at the top dose activity change, negative = inhibition, most hits filed as inhibitors. actives 0.23% (n = 390,000); further: potency means the concentration at half of the fitted maximal effect; on the % scale 0 is the no-effect control and ±100 the full control effect; nearly all actives have a fitted effect of over 60% in size; inactives centre near -12
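High-throughput fluorogenic screen: 1nM USP1/UAF1 complex, Ub-Rho substrate 150nM final, 50mM HEPES pH 7.8 with 0.5mM EDTA, 0.1 mg/ml BSA, 1mM TCEP and 0.01% Tween-20.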
GLS inhibitor: blocks human kidney-isoform glutaminase activity; O94925; GLS enzymatic activity, qHTS titration; Potency, µM (doses to about 45.5 µM), for inactives: at the highest dose activity change, negative = inhibition, hits mostly inhibitors; actives 0.21% (n = 410,000); AID 624170; further: potency means the concentration at half of the fitted maximal effect; on the % scale 0 is the no-effect control and ±100 the full control effect
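Assay buffer: 45 mM KH2PO4 pH 8.2, 0.02% Tween-20. hKGA acts on L-glutamine (1 mM solution added); product glutamate is reported by an oxidase/peroxidase Amplex Red coupling, with fluorescence taken at baseline and 30 min.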
mIDH1 inhibitor: blocks human mutant IDH1 R132H enzyme; AID 602179; Potency, µM (doses to about 76.6 µM), for the others: top-dose activity change, negative = inhibition, usual class: inhibitors; actives 0.093% (n = 390,000); IDH1-R132H enzyme, NADPH consumption, diaphorase/resazurin fluorescence; further: potency means the concentration at half of the fitted maximal effect; on the % scale 0 is the no-effect control and ±100 the full control effect; nearly all actives have a fitted effect of over 65% in size
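IDH1-R132H (0.5 ug/mL) preincubated 30 min with compound, then NADPH (0.016 mM) and alpha-KG (2 mM) added; 80 min at RT, pH 7.5. Remaining NADPH coupled via diaphorase/resazurin to fluorescence (540/590 nm); concentration-response curves normalized to no-enzyme control.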
HP1b chromo inh: HP1-beta chromodomain-methylated histone interaction inhibition. P83916. AlphaScreen HP1-beta / biotin-H3K9me3 peptide binding. Potency, µM (highest dose often 114 µM), for inactives: at the top dose activity change, negative = inhibition, usual class: inhibitors. actives 0.56% (n = 390,000); further: potency means the concentration at half of the fitted maximal effect; nearly all actives have a fitted effect of over 70% in size; inactives centre near 23
Target sequence (P83916 whole entry, looked up): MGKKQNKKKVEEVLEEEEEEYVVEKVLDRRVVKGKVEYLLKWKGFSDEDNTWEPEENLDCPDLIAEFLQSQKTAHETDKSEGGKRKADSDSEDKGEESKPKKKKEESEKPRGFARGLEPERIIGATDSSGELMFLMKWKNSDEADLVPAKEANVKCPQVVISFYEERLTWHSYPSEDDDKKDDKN
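HP1-beta protein (50 nM final) preincubated 30 min at room temperature with biotinylated H3(1-18)K9me3 peptide (50 nM) in PBS pH 7.4, 0.01% Tween-20, then compound added for 30 min. AlphaScreen streptavidin donor/nickel chelate acceptor beads (10 ug/mL final), 30 min dark, luminescence read.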
TrxR1 inh: rat TrxR1 inhibition; actives 1% (n = 390,000); recombinant rTrxR1, NADPH fluorescence consumption, selenite substrate; O89049; Potency, µM (doses to about 114 µM), for the others: top-dose activity change, negative = inhibition, actives largely listed as inhibitors; further: potency means the concentration at half of the fitted maximal effect; on the % scale 0 is the no-effect control and ±100 the full control effect; nearly all actives have a fitted effect of over 65% in size
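Rat TrxR1 (90 nM in the dispensed reagent) was pre-reduced with 400 uM NADPH for 5 min at room temperature, then incubated with compound for 15 min. After 400 uM selenite was added, NADPH fluorescence (Ex 340/Em 450 nm) was followed for 8 min.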
PGK inhibitor: T. brucei PGK inhibition. P07378. PGK/GAPDH coupled, Kinase-Glo luminescence, 60 min. Potency, µM (doses to about 57.5 µM), without a hit: at the top dose activity change, negative = inhibition, usual class: inhibitors. actives 0.043% (n = 380,000); further: potency means the concentration at half of the fitted maximal effect; on the % scale 0 is the no-effect control and ±100 the full control effect; nearly all actives have a fitted effect of over 60% in size
Target sequence (P07378 whole entry, looked up): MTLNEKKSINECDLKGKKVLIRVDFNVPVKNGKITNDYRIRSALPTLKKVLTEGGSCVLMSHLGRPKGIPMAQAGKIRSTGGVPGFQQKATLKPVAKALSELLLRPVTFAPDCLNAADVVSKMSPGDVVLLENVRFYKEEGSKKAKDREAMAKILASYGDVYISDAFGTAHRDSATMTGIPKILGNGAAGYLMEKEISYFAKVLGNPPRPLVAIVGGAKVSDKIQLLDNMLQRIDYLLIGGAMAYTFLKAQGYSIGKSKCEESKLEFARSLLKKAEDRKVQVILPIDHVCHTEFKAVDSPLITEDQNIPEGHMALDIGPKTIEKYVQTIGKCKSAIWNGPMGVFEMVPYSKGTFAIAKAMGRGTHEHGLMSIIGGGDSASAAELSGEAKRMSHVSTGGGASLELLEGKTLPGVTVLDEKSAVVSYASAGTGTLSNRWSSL
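Luminescent ATP detection (Kinase-Glo Plus) follows a 60-minute room-temperature incubation, with wells lacking PGK as controls. Buffer: 100 mM TEA (pH 7.6), 5 mM MgCl2, 0.01% Tween-20. Coupling enzyme GAPDH (100 nM final) supplies unstable 1,3-BPG in-well.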
* = called active by the depositor; [ ] = remark or other dose. Unless noted, the call rests on the fitted dose curve; in most records, active means well fitted curve in the direction sought with a large enough effect; inconclusive means small, poorly fitted or top-dose-only effect, or another doubt; inactive means no such curve, though single readings can be large; an effect the other way counts as inactive or inconclusive. These rows are one share of the data (hit frequency here may not be typical).

Sample of the layout, two compounds:
Cc1ccc(C(=O)Nc2ccc(S(=O)(=O)N3CCCC3)cc2)o1 was read as PI4K2A block -1, Pin1 inh -3%, TrxR1 substrate -9%, USP1 inh -8%, GLS inhibitor 3%, mIDH1 inhibitor 3%, HP1b chromo inh 16%, TrxR1 inh -9% and PGK inhibitor inactive.
Screening COc1ccc(NC(=O)c2cccc(S(=O)(=O)N3CCc4ccccc43)c2)c(OC)c1 returned PI4K2A block -2, USP1 inh -7%, GLS inhibitor -2%, mIDH1 inhibitor 0% and PGK inhibitor -8%.

All compounds of this part, previewed entries included:
Cc1ccc(C(=O)Nc2ccc(S(=O)(=O)N3CCCC3)cc2)o1 was read as PI4K2A block -1, Pin1 inh -3%, TrxR1 substrate -9%, USP1 inh -8%, GLS inhibitor 3%, mIDH1 inhibitor 3%, HP1b chromo inh 16%, TrxR1 inh -9% and PGK inhibitor inactive.
Screening COc1ccc(NC(=O)c2cccc(S(=O)(=O)N3CCc4ccccc43)c2)c(OC)c1 returned PI4K2A block -2, USP1 inh -7%, GLS inhibitor -2%, mIDH1 inhibitor 0% and PGK inhibitor -8%.
`CNc1c(NC(=O)c2cc(OC)cc(OC)c2)c(=O)oc2ccccc12` gave PI4K2A block 3, Pin1 inh -1%, TrxR1 substrate -4%, USP1 inh -14%, GLS inhibitor 13%, mIDH1 inhibitor 1%, HP1b chromo inh 33%, TrxR1 inh -2% and PGK inhibitor -3%.
Screening CSc1ccc(CCNC(=O)c2cc(C)nn2-c2ccccc2)cc1 returned PI4K2A block 0, Pin1 inh 0%, TrxR1 substrate -2%, USP1 inh -18%, GLS inhibitor 3%, mIDH1 inhibitor 3%, HP1b chromo inh 13%[57 µM], TrxR1 inh 2% and PGK inhibitor -10%.
For COc1ccc(NC(=O)CCc2c(C)nc3nc(CNC(=O)c4cccc(F)c4)nn3c2C)cc1OC the results were PI4K2A block 1, Pin1 inh 3%, TrxR1 substrate -8%, USP1 inh -3%, GLS inhibitor 6%, mIDH1 inhibitor -3%, HP1b chromo inh 24%, TrxR1 inh -3% and PGK inhibitor -4%.
Screening NNC(=O)C(=O)/C=C1\NC2(CCCC2)Cc2ccccc21 returned PI4K2A block 3, Pin1 inh -1%, TrxR1 substrate -3%, USP1 inh -15%, GLS inhibitor 15%, mIDH1 inhibitor 7%, HP1b chromo inh 7%, TrxR1 inh 7% and PGK inhibitor inactive.
COc1ccc(N(CC(=O)NCCc2cccc(C)c2)S(=O)(=O)c2c(C)nn(C)c2C)cc1 was read as PI4K2A block -2, Pin1 inh inconclusive, TrxR1 substrate 4%, USP1 inh -27%, GLS inhibitor 4%, mIDH1 inhibitor -3%, HP1b chromo inh 34%, TrxR1 inh 15% and PGK inhibitor 9%.
Screening O=C(COC(=O)c1ccccc1Nc1ccccc1)NCc1ccccc1 returned PI4K2A block -1, Pin1 inh 7%, TrxR1 substrate 22%, USP1 inh -16%, GLS inhibitor 12%, mIDH1 inhibitor 9%, HP1b chromo inh 46%[activator], TrxR1 inh 7% and PGK inhibitor -2%.
`Cn1cc(C(=O)O)c(=O)c2cc(S(=O)(=O)N3CCCCC3)ccc21` gave PI4K2A block 1, Pin1 inh 1%, TrxR1 substrate -3%[57.1 µM], USP1 inh -4%, GLS inhibitor -14%, mIDH1 inhibitor -13%, HP1b chromo inh 2%, TrxR1 inh 9%[57.1 µM] and PGK inhibitor inactive.
Screening CCOC(=O)N1CCC(NC(=O)c2ccc3c(c2)N=C(CC)c2ccccc2S3)CC1 returned PI4K2A block -5, Pin1 inh 7%, TrxR1 substrate -4%, USP1 inh inconclusive, GLS inhibitor -1%, mIDH1 inhibitor -3%, HP1b chromo inh 42%[activator], TrxR1 inh 1% and PGK inhibitor 0%.
For CC1CC(C)CN(C(=O)c2cc(-c3ccncc3)nc3ccccc23)C1 (centres undefined) the results were PI4K2A block -1, Pin1 inh 1%, TrxR1 substrate -5%, USP1 inh -5%, GLS inhibitor 18%, mIDH1 inhibitor -1%, HP1b chromo inh 10%, TrxR1 inh 8% and PGK inhibitor 2%.
`COc1ccc(C(=O)CC2OC(=O)c3c2ccc(OC)c3OC)cc1` (centres undefined) gave PI4K2A block -5, Pin1 inh -9%, TrxR1 substrate -1%, USP1 inh -23%, GLS inhibitor -9%, mIDH1 inhibitor 11%, HP1b chromo inh 25%, TrxR1 inh 2% and PGK inhibitor -8%.
Screening CC(c1nc2ccccc2c(=O)[nH]1)N1CCCN(S(=O)(=O)c2ccc(F)cc2)CC1 (centres undefined) returned PI4K2A block -3, Pin1 inh 2%, TrxR1 substrate -7%, USP1 inh -14%, GLS inhibitor 12%, mIDH1 inhibitor -3%, HP1b chromo inh 35%, TrxR1 inh 9% and PGK inhibitor -5%.
COc1ccc(OC)c(CCNc2nc3cc(OC)c(OC)cc3c3nc(-c4cccnc4)nn23)c1 was read as PI4K2A block 1, Pin1 inh -2%, TrxR1 substrate -1%, USP1 inh -29%, GLS inhibitor 0%, mIDH1 inhibitor 5%, HP1b chromo inh 32%, TrxR1 inh 0% and PGK inhibitor -2%.
Screening O=C(Nc1cc(S(=O)(=O)N2CCCC2)ccc1Cl)c1cc(F)c(F)c(F)c1F returned PI4K2A block -5, Pin1 inh 3%, TrxR1 substrate -10%, USP1 inh inconclusive, GLS inhibitor -9%, mIDH1 inhibitor -7%, HP1b chromo inh 43%[activator], TrxR1 inh -21% and PGK inhibitor 13%.
`Cc1ccccc1-c1nnc2c3ccccc3c(C)nn12` gave PI4K2A block 2, Pin1 inh 6%, TrxR1 substrate 5%, USP1 inh -19%, GLS inhibitor 1%, mIDH1 inhibitor -3%, HP1b chromo inh 29%, TrxR1 inh 11% and PGK inhibitor -9%.
`COC(=O)[C@@]1(C)[C@H]2C(=O)N(C)C(=O)[C@H]2[C@H]2CN=C(SCc3ccc(Cl)cc3)N21` gave PI4K2A block 0, Pin1 inh 0%, TrxR1 substrate -4%, USP1 inh inconclusive, GLS inhibitor 3%, mIDH1 inhibitor 6%, HP1b chromo inh 34%, TrxR1 inh 6% and PGK inhibitor -2%.
Cc1cccc(C(C)Nc2ccc([N+](=O)[O-])cn2)c1 (centres undefined) was read as PI4K2A block 3, Pin1 inh -7%, TrxR1 substrate -7%[57.1 µM], USP1 inh -14%, GLS inhibitor 8%, mIDH1 inhibitor -2%, HP1b chromo inh 0%, TrxR1 inh 6%[57.1 µM] and PGK inhibitor 6%.
Screening Cc1cnn(CCC(=O)NNC(=S)Nc2ccc(F)cc2)c1 returned PI4K2A block 5, Pin1 inh 1%, TrxR1 substrate -8%, USP1 inh -3%, GLS inhibitor 26%, mIDH1 inhibitor 0%, HP1b chromo inh inconclusive, TrxR1 inh -21% and PGK inhibitor inactive.
`COc1cc(S(=O)(=O)NCCCn2ccnc2)ccc1F` gave PI4K2A block 4, Pin1 inh -5%, TrxR1 substrate 6%, USP1 inh -24%, GLS inhibitor 2%, mIDH1 inhibitor 8%, HP1b chromo inh 39%, TrxR1 inh 20% and PGK inhibitor -1%.
Screening O=C(CN1CCCCC1)NCCNC(=O)CN1CCCCC1 returned PI4K2A block 5, Pin1 inh 0%, TrxR1 substrate 2%, USP1 inh -20%, GLS inhibitor -1%, mIDH1 inhibitor 1%, HP1b chromo inh 32%[activator], TrxR1 inh 14% and PGK inhibitor -1%.
`COc1ccccc1CN1CCN(Cc2nc(-c3ccc(C)cc3)oc2C)CC1` gave PI4K2A block 1, Pin1 inh 11%, TrxR1 substrate -13%, USP1 inh 35%[activator], GLS inhibitor 15%, mIDH1 inhibitor 0%, HP1b chromo inh 17%, TrxR1 inh -29% and PGK inhibitor 6%.
For CCOC(=O)C1=C(c2ccccc2)NC(=O)NC1c1ccc(OC)cc1 (centres undefined) the results were PI4K2A block 4, Pin1 inh 4%, TrxR1 substrate 9%[57.1 µM], USP1 inh -9%, GLS inhibitor -6%, mIDH1 inhibitor 0%, HP1b chromo inh 35%, TrxR1 inh 18%[57.1 µM] and PGK inhibitor -12%.
Screening CCOC(=O)c1c(NC(=O)CSc2nnc(-c3ccncc3)n2Cc2ccco2)sc(C(C)=O)c1C returned PI4K2A block -5, Pin1 inh -9%, TrxR1 substrate 1%, USP1 inh 4%, GLS inhibitor 6%, mIDH1 inhibitor 15%, HP1b chromo inh 11%, TrxR1 inh 2% and PGK inhibitor -3%.
For NS(=O)(=O)c1ccc(NC(=O)Cn2ncc3c2-c2ccccc2OC3)cc1 the results were PI4K2A block -8, Pin1 inh 12%, TrxR1 substrate -7%[57.1 µM], USP1 inh -5%, GLS inhibitor 5%, mIDH1 inhibitor -8%, HP1b chromo inh 22%, TrxR1 inh -1%[57.1 µM] and PGK inhibitor 0%.
For CC(=O)NC(=S)Nc1cccc2c(C)cc(C)nc12 the results were PI4K2A block 1, Pin1 inh 17%, TrxR1 substrate -3%, USP1 inh 1%, GLS inhibitor 4%, mIDH1 inhibitor 9%, HP1b chromo inh 32%, TrxR1 inh 11% and PGK inhibitor -2%.
For O=c1nc2s/c(=C\c3ccc(-c4ccccc4[N+](=O)[O-])o3)c(=O)n2nc1-c1ccccc1 the results were PI4K2A block 6, Pin1 inh 0%, TrxR1 substrate 6%, USP1 inh inconclusive, GLS inhibitor -2%, mIDH1 inhibitor 1%, HP1b chromo inh 31%, TrxR1 inh 21% and PGK inhibitor -3%.
